High-throughput results: PubChem, several laboratories
GAA850 FXN act: increases GAA850 frataxin promoter reporter activity. 360,000 compounds, 0.56% hits. HEK293 lucGAA850 FXN promoter luciferase reporter, 24 h; percent of 10 µM SAHA response. activation, % at 6 µM;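 active means activation above the average of all compounds screened plus 3 SD, cutoff fixed separately per campaign, cut at about 7.5% in these data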;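 further: 0% = DMSO wells and 100% = 10 µM SAHA wells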
DAX1 inh-1: NR0B1 (DAX1) inhibition; P51843; HEK293 Gal4-DAX1 luciferase reporter, luminescence; inhibition, % at 6.75 µM; 340,000 compounds, 0.99% hits; AID 504766;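 active means inhibition above the mean over all tested compounds plus 3 SD, cut at about 4.2% in these data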;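 further: 0% = DAX1-transfected cells with DMSO and 100% = empty-vector control cells with DMSO; inhibition shows as a rise in luminescence from relieved DAX1 repression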
Target sequence (P51843 207-470 limits assumed): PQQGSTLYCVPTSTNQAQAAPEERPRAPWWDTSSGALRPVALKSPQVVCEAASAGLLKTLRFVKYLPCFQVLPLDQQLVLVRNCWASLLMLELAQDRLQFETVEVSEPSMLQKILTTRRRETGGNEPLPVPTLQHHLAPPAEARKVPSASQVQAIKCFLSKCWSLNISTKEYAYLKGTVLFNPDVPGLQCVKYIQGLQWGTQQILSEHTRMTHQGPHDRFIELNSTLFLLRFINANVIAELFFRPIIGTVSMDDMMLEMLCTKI
hcDAF-12 act: activators of H. contortus DAF-12 nuclear receptor; HEK293 hcDAF-12 lit1-tk-luc reporter, luminescence; 0% DMSO, 100% Δ7-dafachronic acid; activation, % at 6.8 µM; 370,000 compounds, 1.4% hits;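 active means activation above the mean of all tested compounds plus 3 SD, cut at about 5.5% in these data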;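 further: 100% = response to 3 µM Δ7-dafachronic acid high control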
PLCb3 inh: PLC-beta3 (human) inhibition, primary screen. Purified PLC-beta3, fluorogenic substrate, fluorescence. inhibition, % at 12.2 µM. 370,000 compounds, 0.18% hits. AID 720704; in the data active means inhibition above about 11%;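 further: 0% = median of compound wells on plate and 100% = full blocker control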
NR1D1 modulator: Rev-erb alpha (human) modulation; P20393; Rev-erbα–FITC-DNA binding, fluorescence polarization, 90 min; activity, % at 10 µM; 370,000 compounds, 0.79% hits;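 active means activity above about 14%, limit read from the data; passing the limit was not always enough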;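 further: 0% = DMSO wells with 35 nM protein and 100% = DMSO wells with 750 nM protein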
PG9 Ab binder: PG9 antibody binding by small molecule; TR-FRET gp120-PG9 antibody binding; inhibition, % at 6.7 µM; 360,000 compounds, 0.43% hits; AID 624416; in the data active means inhibition above about 8.5%
HGIII-sPLA2 inh: Inhibits HGIII-sPLA2 liposome hydrolysis, primary screen | Q9NZ20 | QFRET BODIPY PC-A2 liposome hydrolysis, fluorescence | inhibition, % at 12.2 µM | 370,000 compounds, 0.56% hits | AID 743126;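 active means inhibition above mean plus 3 SD of compounds lying within the high and low control bounds, cut at about 19% in these data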;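 further: 0% = median of test compound wells and 100% = no enzyme DMSO wells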
Target sequence (Q9NZ20 whole entry, looked up): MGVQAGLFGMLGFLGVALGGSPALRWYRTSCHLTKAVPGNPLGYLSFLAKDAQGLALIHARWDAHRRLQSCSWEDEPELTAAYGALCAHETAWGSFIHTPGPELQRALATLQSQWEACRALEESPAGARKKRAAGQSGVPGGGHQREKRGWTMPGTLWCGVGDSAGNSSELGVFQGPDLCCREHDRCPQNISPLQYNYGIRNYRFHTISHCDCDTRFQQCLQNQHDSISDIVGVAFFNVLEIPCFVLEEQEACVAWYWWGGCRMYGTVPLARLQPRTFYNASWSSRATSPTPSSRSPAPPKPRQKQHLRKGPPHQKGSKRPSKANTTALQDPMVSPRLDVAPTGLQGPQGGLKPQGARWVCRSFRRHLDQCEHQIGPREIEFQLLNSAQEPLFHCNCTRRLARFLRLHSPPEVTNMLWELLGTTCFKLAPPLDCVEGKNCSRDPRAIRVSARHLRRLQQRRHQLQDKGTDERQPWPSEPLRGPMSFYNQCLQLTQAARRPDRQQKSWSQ
ssDAF-12 act: activators of S. stercoralis DAF-12 nuclear receptor; HEK293 ssDAF-12/GRIP1 lit1-tk-luc reporter, luminescence; % of 3 µM dafachronic acid response; activation, % at 6.8 µM; 370,000 compounds, 1% hits;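 active means activation above the mean over all tested compounds plus 3 SD, cut at about 0.9% in these data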;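 further: 0% = DMSO-only wells and 100% = 3 µM delta7-dafachronic acid wells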
SMARCA2 activ: activators of SMARCA2 function | MG213 cells, MMTV-luciferase reporter, dexamethasone, overnight | activation, % at 9.1 µM | 370,000 compounds, 1% hits; in the data active means activation above about 7.8%;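 further: 0% = vehicle wells and 100% = reference activator wells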
DAX1 inh-2: blocks DAX1 repression of SF-1 activated StAR promoter; HEK293T StAR-luciferase reporter, SF-1/DAX-1 repression relief; inhibition, % at 6.8 µM; AID 652010; 370,000 compounds, 1.1% hits;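 active means inhibition above the mean over all tested compounds plus 3 SD, cut at about 3.6% in these data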;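 further: 0% = DAX-1 cells with DMSO and 100% = cells lacking DAX-1 with DMSO; higher inhibition means more luminescence from relief of DAX-1 repression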
hgDAF-12 ag: agonists of H. glycines DAF-12 nuclear receptor. HEK293 GAL4-hgDAF12 UAS-luciferase reporter, agonist luminescence; normalized to butyrate control. activation, % at 6.8 µM. 370,000 compounds, 1.8% hits. AID 687014;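 active means activation above a cutoff set at the mean of all screened compounds plus 3 SD, cut at about 10% in these data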;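 further: 0% = DMSO wells and 100% = sodium butyrate wells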
An asterisk follows results filed as active; · = no result given.

SMILES	GAA850 FXN act	DAX1 inh-1	hcDAF-12 act	PLCb3 inh	NR1D1 modulator	PG9 Ab binder	HGIII-sPLA2 inh	ssDAF-12 act	SMARCA2 activ	DAX1 inh-2	hgDAF-12 ag
COc1ccccc1N1CCN(Cc2ccco2)CC1	0.6	-0.5	2.4	5.7	-3.8	-0.5	0.6	-0.8	4.5	0.1	2.4
CCNC(=O)N1CCNC(=O)C1CC(=O)Nc1ccc(C(=O)OCC)cc1 (configuration not stated)	3.3	0.6	0.5	0.3	4.5	-2.2	0.2	-1.0	5.9	0.6	4.0
S=c1[nH]nc(-c2ccncc2)n1CC1CCCO1 (configuration not stated)	-2.1	-0.5	-1.5	3.1	-2.9	-0.1	-3.4	-0.9	2.0	-0.8	2.6
CCOc1nnc(C)c2c(C)n(-c3ccc(Cl)cc3)nc12	2.9	0.2	-1.0	2.4	3.3	0.5	3.5	-0.4	1.0	0.0	-1.8
Cc1ccc(N2CC(C(=O)N/N=C/c3sccc3C)CC2=O)cc1 (configuration not stated)	-0.6	2.0	-0.7	-1.5	-2.1	0.5	0.2	-1.6	-6.1	0.1	-4.8
COCCNC(=O)c1c(C)cc(C)cc1C	2.8	-0.6	1.3	3.6	-2.8	0.4	9.0	-0.9	-1.3	1.0	-1.6
Cc1[nH]c2ccccc2c1CCC(N)=O	-3.5	0.8	-0.1	-4.7	-6.2	1.7	-3.8	-1.2	-1.8	-0.9	2.7
CCCOC(=O)CCCCCCCCC(O)CN1CCCCC1 (configuration not stated)	-1.2	0.3	-0.1	-5.4	-0.7	-0.7	3.2	-1.2	-3.1	0.5	2.9
CC(C)(C)c1ccc(OC(=O)CN2C(=O)C3C4CCC(C4)C3C2=O)cc1 (configuration not stated)	1.0	2.3	-1.6	2.9	2.7	0.0	-2.0	0.5	-2.1	0.7	1.2
Cc1ccc(N(C)C(=O)c2cnn(-c3ccccc3)c2C)c(C)c1	1.1	0.8	-0.9	-10.1	3.1	-1.3	11.2	-0.6	-1.2	0.0	0.1
CCCCOc1ccc(CSc2nncn2N)cc1	1.8	1.5	-0.1	-2.3	1.5	0.1	1.8	-0.6	2.9	1.0	3.9
COc1cccc(-c2nnc3sc(-c4cccs4)nn23)c1	2.3	2.7	-1.1	-0.4	41.2*	39.1*	-1.4	-1.2	0.1	-0.4	2.1
COc1cc(C(C)=O)ccc1Oc1cc(NN2CCCCC2)c([N+](=O)[O-])cc1[N+](=O)[O-]	-0.9	2.4	-1.5	0.9	2.3	0.1	3.6	-1.2	1.2	0.6	1.4
CC(C)C(=O)n1nc(-c2cccnc2)nc1NCc1ccc(F)cc1	-1.3	0.7	0.7	-8.2	-3.8	-1.2	0.5	-0.6	2.9	1.3	2.4
Nn1c(SCC(=O)NCCc2ccc(F)cc2)nnc1C1CCCCC1	2.0	0.8	0.7	-4.4	5.3	0.1	1.3	-0.5	0.7	-1.0	-3.3
O=C(Nc1sc2c(c1C(=O)O)CCC2)c1ccco1	2.6	1.1	2.1	-94.0	2.0	-2.7	-0.5	0.0	9.1*	1.4	5.0
O=C1CC(c2ccc(F)cc2)CC(O)=C1C=NCCN1CCN(C(=O)Nc2ccccc2)CC1 (configuration not stated)	-2.4	-0.4	-0.8	-1.6	0.9	-1.4	-3.3	-1.3	0.2	-0.6	-0.6
Cc1ccnc(NC(=O)c2ccc(Br)s2)c1	4.1	1.8	13.6*	1.2	-0.9	-0.4	8.8	1.6*	0.1	2.5	20.1*
O=C(N/N=C/c1ccccn1)c1cc(-c2ccccc2)nc2ccccc12	7.7*	·	-1.1	-8.0	2.8	-3.8	-13.7	-1.8	7.7	-0.6	1.6
Cc1nn(Cc2c(Cl)cccc2Cl)c(C)c1C(=O)NCc1ccc(C)n1C	-1.8	0.2	-0.8	-13.6	0.3	-1.2	-7.1	-1.0	1.2	-0.4	-0.5
Cn1cc(Br)c(C(=O)N/N=C/c2cc3ccccc3nc2Cl)n1	3.1	-0.7	0.7	-6.6	1.8	0.2	8.9	-0.4	-1.4	-0.5	4.1
CCOC(=O)C1(Cc2ccccc2C(F)(F)F)CCN(C(C)COC)CC1 (configuration not stated)	-1.9	-0.5	-0.8	-0.3	-4.0	-4.5	-3.7	-1.4	-2.3	0.9	-0.9
O=C(Nc1ccc(Br)cc1)OC1CC2CC1[C@H]1CCCCN1[C@H]2Cc1ccccc1 (some centres not stated)	·	·	0.0	-3.4	7.3	·	-1.0	-0.7	-2.1	-0.5	2.0
CCOC(=O)/C=C/S(=O)(=O)c1ccc(NC(C)=O)cc1	-19.0	0.2	0.2	0.7	0.0	0.5	1.8	0.6	-12.1	-2.1	0.2
CC1CCN(C(=O)c2ccc(Br)c(S(=O)(=O)N3CCOCC3)c2)CC1	-0.5	1.0	-1.6	-2.8	-1.3	-2.0	5.6	-1.4	2.2	-0.3	-1.7

Next part.
SMILES	GAA850 FXN act	DAX1 inh-1	hcDAF-12 act	PLCb3 inh	NR1D1 modulator	PG9 Ab binder	HGIII-sPLA2 inh	ssDAF-12 act	SMARCA2 activ	DAX1 inh-2	hgDAF-12 ag
COC(=O)C=CC(=NNc1ccccc1)c1ccccc1	1.5	-1.8	-2.6	-70.5	-6.5	0.2	10.6	-1.1	-6.5	-1.5	-0.8
NS(=O)(=O)c1ccc(CNC(=O)Cc2ccc(S(=O)(=O)N3CCOCC3)s2)cc1	2.4	-0.7	-0.8	-14.1	6.0	1.5	4.3	-0.7	-1.1	1.9	0.6
CC1(C(=O)NS(=O)(=O)c2ccc(Cl)s2)CCN1C(=O)Cc1ccc(Cl)cc1Cl (configuration not stated)	1.1	·	0.5	-5.1	-1.7	1.5	-14.9	-1.2	-5.1	0.0	-1.9
Cc1ccc(NC(=O)NN(C)c2c(Cl)c(Cl)nn2C)cc1	0.0	1.4	0.0	1.3	0.1	-1.0	2.9	-2.0	0.7	-0.4	-1.7
CC(=O)NCc1ccc(S(=O)(=O)N2CCN(S(=O)(=O)c3ccc4ccccc4c3)CC2)cc1	2.1	1.7	-2.0	5.0	-1.8	0.5	1.1	-0.7	1.1	0.3	0.5
Cc1ccc(Cl)cc1N1CCN(C(=O)CCCn2c(=O)c3cccn3c3cccnc32)CC1	1.4	-0.9	3.3	-6.2	3.6	-3.4	1.1	-1.7	-2.4	2.0	-1.7
CCOc1cc(/C=C2\NC(=S)N(C)C2=O)ccc1OCc1ccc(C(=O)O)cc1	4.1	0.1	1.6	-8.6	-0.8	-8.6	-8.2	-0.6	-2.8	0.1	-1.6
O=C(CCS(=O)(=O)c1ccc(Cl)cc1)Nc1nnc(-c2ccco2)o1	1.0	-0.9	-1.9	-4.8	0.9	0.9	12.2	-0.1	0.4	-0.5	-0.9
CS(=O)(=O)N(CC(=O)N1CCOCC1)c1ccccc1	2.0	2.7	-2.4	-6.4	0.1	0.5	-1.1	-0.7	-2.3	0.1	-1.8
Cc1cccc(N2CCN(C(=O)CCc3nc4ccccc4[nH]3)CC2C)c1 (configuration not stated)	-1.7	-0.2	1.6	0.7	3.7	1.2	10.1	-0.6	-2.1	-1.9	1.1
Cc1ccc(S(=O)(=O)N2C[C@H]3N(C(=O)OC(C)C)N(C(=O)OC(C)C)C[C@H](OC(=O)NCc4ccccc4F)[C@@]3(O)C2)cc1	-5.5	-0.3	1.1	-0.2	7.4	-0.2	-18.2	-1.2	-3.4	0.6	-2.3
COc1ccc(C2Nc3ccccc3C(=O)N2Cc2ccco2)cc1COc1c(C)cc(NC(C)=O)cc1C (configuration not stated)	·	·	0.2	-423.9	0.7	·	-3.5	-1.3	·	·	-3.2
Cc1cc(=O)oc(C)c1C(=O)OCC(=O)c1ccc(Cl)cc1	-0.1	-0.5	-2.7	-4.4	-1.4	-1.9	-5.7	-1.5	0.2	-0.1	0.2
COCCNc1nc(Oc2ccc(CC(=O)OC)cc2)c2sc(-c3ccccc3)cc2n1	1.0	·	3.1	5.3	14.1	-1.2	1.0	-0.6	-3.9	3.8*	-1.8
Cc1cc(Br)ccc1NC(=O)CCSc1ccccc1	1.5	-0.1	-0.7	-1.9	5.0	-0.6	-9.7	-1.1	-0.2	-0.1	0.5
Cc1cccc(NC(=O)c2ccc(-n3ccnc3)nc2)c1	1.8	2.2	-0.7	2.5	-2.6	0.1	3.8	-1.3	-0.1	0.7	1.1
COc1ccc(N2CCOCC2)c(NC(=O)c2cccc3ccccc23)c1	3.1	-0.4	-3.5	-8.0	1.8	-1.2	-5.4	-2.0	0.1	-0.1	-3.0
COc1ccc(NC(=O)CCN2C(=O)c3cccc([N+](=O)[O-])c3C2=O)cc1	0.6	-0.1	1.6	-1.8	2.2	-1.6	-0.7	-1.6	-3.0	0.4	2.7
S=c1[nH]c2cc3ccccc3cc2[nH]1	5.4	2.4	0.2	-3.3	8.0	1.6	-0.5	-1.8	-0.9	-0.1	2.1
O=c1[nH]c2ccc(NC(=S)NCc3ccccc3)cc2[nH]1	1.7	1.6	0.0	-5.2	-1.7	-1.7	16.5	-1.3	-3.7	-0.4	-0.3
O=C(c1ccccc1[N+](=O)[O-])N1CCc2ccccc2C1	2.2	-0.2	1.8	1.7	-5.2	1.9	13.3	-1.0	-1.1	0.4	-0.4
COc1cccc(NC(=O)CN(C)C(=O)c2ccc(COc3ccccc3)o2)c1	-1.0	-1.3	-3.2	-5.1	3.6	-1.7	-3.4	-1.7	-1.5	-0.8	-1.0
CC(C)NC(=O)Nc1cccc2c1O[C@H](CN(C)C(=O)NC1CCCCC1)[C@H](C)CN([C@H](C)CO)C2=O	-1.0	1.1	-0.9	-2.6	2.5	1.1	3.4	-0.6	0.7	-0.3	0.8
CN(CC(=O)Nc1ccccc1C(F)(F)F)C(=O)c1cccc(-n2cccc2)c1	0.0	1.1	-1.5	-9.1	6.8	1.1	2.0	-1.6	-3.9	0.7	0.8
Cc1ccc(S(=O)(=O)N(C)C[C@H]2Oc3ccc(NC(=O)Nc4c(C)noc4C)cc3CC(=O)N([C@@H](C)CO)C[C@@H]2C)cc1	0.1	0.2	-0.2	9.2	-1.8	0.0	-7.4	-1.2	-1.5	0.1	-2.4
Cc1ccc2c(c1)nc(NCCO)n2C	2.1	0.0	-0.3	-12.4	1.4	-0.1	5.0	-0.6	2.9	0.0	-0.6
CCn1cnc2c1c(=O)n(CC(=O)Nc1cc(C)on1)c(=O)n2Cc1ccccc1	0.8	-0.8	-1.6	0.3	0.5	-0.8	5.5	-0.9	2.7	0.3	-0.3
CN1C(=O)CS(=O)c2ccc(C(=O)NCCC3=CCCCC3)cc21 (configuration not stated)	1.4	0.8	-1.7	2.6	-5.9	0.4	-11.5	-1.9	2.1	-1.2	-3.8
F[B-](F)(F)c1cncc2ccccc12	-0.3	0.5	3.5	5.2	-1.8	-2.2	4.6	0.1	0.6	1.0	-0.2
